SKN-1 inh = suppressors of acrylamide-induced Pgst-4::GFP reporter in worms, primary screen, SKN-1 inhibitor project, whole organism, uHTS, GFP/RFP fluorescence ratio, strain VP596; C. elegans VP596 Pgst-4::GFP/RFP ratio, 24 h; AID 624304, 2012; inhibition, % at 21.8 µM; 0.49% of 360,000 active;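 active means interference check ratio from 0.5 to 1.5 plus GFP to RFP signal ratio inhibition reaching or exceeding a fixed threshold, cut at about 30% in these data, passing the limit was not always enough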; further: some compounds called inactive have numbers as strong as hits
E coli Lon inh = inhibitors of E. coli Lon protease, primary screen, biochemical, fluorescence polarization; inhibition, % at 7.94 µM; purified E. coli Lon protease; 0.42% of 360,000 active; in the data active means inhibition above about 13%, passing the limit was not always enough;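 further: 0% = enzyme with probe and DMSO and 100% = no enzyme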
Target sequence (P0A9M0 whole entry, looked up): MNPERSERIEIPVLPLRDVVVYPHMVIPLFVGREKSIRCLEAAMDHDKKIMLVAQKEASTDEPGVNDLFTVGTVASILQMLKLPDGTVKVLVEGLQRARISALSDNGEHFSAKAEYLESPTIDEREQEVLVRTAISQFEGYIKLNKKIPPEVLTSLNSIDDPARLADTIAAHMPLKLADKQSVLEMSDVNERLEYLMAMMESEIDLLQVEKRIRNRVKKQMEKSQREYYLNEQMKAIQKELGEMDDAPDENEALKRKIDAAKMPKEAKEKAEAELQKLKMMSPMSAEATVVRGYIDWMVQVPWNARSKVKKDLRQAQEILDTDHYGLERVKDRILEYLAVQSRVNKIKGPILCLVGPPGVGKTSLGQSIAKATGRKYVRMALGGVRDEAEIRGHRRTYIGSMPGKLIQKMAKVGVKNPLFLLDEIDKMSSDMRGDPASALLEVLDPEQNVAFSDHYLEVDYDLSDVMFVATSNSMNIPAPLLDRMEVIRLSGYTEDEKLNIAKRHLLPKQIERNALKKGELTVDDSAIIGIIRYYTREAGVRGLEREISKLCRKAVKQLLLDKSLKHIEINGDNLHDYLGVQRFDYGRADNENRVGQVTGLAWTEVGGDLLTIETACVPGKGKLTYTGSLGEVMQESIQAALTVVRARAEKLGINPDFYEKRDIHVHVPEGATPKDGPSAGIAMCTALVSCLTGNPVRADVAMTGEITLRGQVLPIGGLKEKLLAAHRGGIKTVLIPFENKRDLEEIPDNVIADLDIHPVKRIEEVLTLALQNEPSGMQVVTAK
MLLE-PAM2 inh = inhibitors of PABP1 MLLE–PAM2 peptide binding, primary screen, biochemical, fluorescence polarization, FITC-PAM2, GST-MLLE. Polyadenylate-binding protein 1 (Homo sapiens), P11940. inhibition, % at 20 µM. 0.36% of 360,000 active; in the data active means inhibition above about 35%, passing the limit was not always enough;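 further: plate controls were DMSO wells with GST-MLLE for no effect and wells lacking GST-MLLE protein for full effect; some results filed as inactive read as strong as hits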
MsrA inhibitor = bovine MsrA enzyme inhibitors, primary screen, biochemical, absorbance, HTS. Methionine sulfoxide reductase A (Bos taurus). purified bovine MsrA, absorbance read-out. inhibition, % at 15.5 µM. 0.75% of 360,000 active. AID 651718, 2012; in the data active means inhibition above about 4.5%;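 further: 0% = vehicle wells with enzyme and 100% = reference inhibitor wells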
MT1-MMP act inh = blockers of MT1-MMP proenzyme processing, primary screen, HT1080 RFP-PRO-GFP cells, GFP/RFP fluorescence; GFP/RFP ratio change, % at 20 µM; 0.061% of 360,000 active; Matrix metalloproteinase-14 (Homo sapiens), P50281; GFP/RFP ratio fluorescence, overnight; percent of plate control window, DMSO zero;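 active means GFP/RFP ratio change of at least 30% with cell ATP level not reduced by more than half and red fluorescence within 50% of control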; further: strong numbers were not always called active
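Material: RFP-PRO-GFP reporter HT1080 cells. Dosing: single-point 20 µM compound, 1% DMSO. Controls: DMSO and RFP-L50D-GFP cell wells. Timing: cells overnight before dosing, compound overnight, 37 °C, 5% CO2. Measure: GFP/RFP fluorescence ratio.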
TbMetRS inhib = T. brucei MetRS inhibitors, primary screen, biochemical, luminescence; methionyl-tRNA synthetase (Trypanosoma brucei brucei); inhibition, % at 11.9 µM; 0.4% of 360,000 active; purified T. brucei MetRS, ATP depletion, Kinase-Glo luminescence;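 active means inhibition above a per-plate cutoff of the control wells' mean inhibition plus 3 SD, cut at about 5.5% in these data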;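 further: 0% = DMSO wells median and 100% = median of wells with control inhibitor compound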
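System: purified T. brucei MetRS enzyme / Detection: Kinase-Glo luciferase luminescence reporting remaining unconsumed ATP / Medium: HEPES buffer with MgCl2, KCl, DTT, spermine, BSA, pyrophosphatase / Replication: singlicate, one well per compound / Evaluation: percent inhibition relative to median high and low control wells / Schedule: 2 h aminoacylation at 25 °C after 15 min preincubation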
NRP1-CendR mod = modulators of CendR peptide binding to NRP-1, primary screen, biochemical, fluorescence polarization, uHTS. inhibition, % at 25 µM. 0.85% of 360,000 active. FAM-RPARPAR peptide binding to NRP-1;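 active means inhibition or corrected inhibition above about 18%, plus a signal ratio from 0.5 to 1.5, limit read from the data, passing the limit was not always enough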; further: strong numbers were not always called active
FAS TE block = FAS thioesterase domain inhibitors, primary screen, biochemical, fluorescence intensity, uHTS; Fatty acid synthase (Homo sapiens), P49327; recombinant FAS-TE, OMFH fluorogenic substrate, fluorescence endpoint; inhibition, % at 15 µM; 0.67% of 360,000 active;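 active means compounds whose normalised, plate-corrected inhibition of enzyme fluorescence in the single-dose primary screen is 50% or more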;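 further: 0% = DMSO with enzyme and 100% = substrate without enzyme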
MsrA act = bovine MsrA enzyme activators, primary screen, biochemical, absorbance, HTS. 0.3% of 360,000 active. Methionine sulfoxide reductase A (Bos taurus). purified bovine MsrA, absorbance read-out. activation, % at 10.6 µM. AID 602163, 2012; in the data active means activation above about 7.5%;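 further: 0% = vehicle and 100% = reference activator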
An asterisk follows results filed as active; x = no result given.

SMILES	SKN-1 inh	E coli Lon inh	MLLE-PAM2 inh	MsrA inhibitor	MT1-MMP act inh	TbMetRS inhib	NRP1-CendR mod	FAS TE block	MsrA act
COc1ccccc1N1CCN(C2CCCN(C(=O)c3cc(C4CC4)on3)C2)CC1 (centres undefined)	1	-2	11	0.7	0	-0.1	3	-2	-1
O=C(O)C1SCCN1S(=O)(=O)c1ccc2ccccc2c1 (centres undefined)	-30	1	2	-0.2	1	0.1	-18	-6	1
CCOC(=O)C1(c2nc(N)cs2)COC(=O)C1 (centres undefined)	-8	-1	17	0.7	5	-0.8	-16	-10	1
Cc1cccc(N2C(S)=C(C#N)C(=O)NC2c2cccs2)c1 (centres undefined)	10	-9	-27	-0.8	-3	-0.6	-18	-7	-7
COc1cc(/C=C/C(=O)OCC(=O)Nc2ccccc2Cl)cc(OC)c1OC	0	-6	-3	0.5	-4	-0.7	0	-4	-9
CC1CCCCC1NC(=S)Nc1ccc(SC(F)F)cc1 (centres undefined)	1	-5	-28	0.5	-1	-0.1	-8	21	-3
O=C(N/N=C/c1cc2c(cc1Cl)OCO2)c1ccc2c(c1)OCCO2	1	0	-12	1.4	2	0.1	1	2	-4
Cc1ccc(C(=O)NC2CC3CCCC(C2)N3C(=S)NCc2ccco2)cc1 (centres undefined)	5	-4	-32	2.6	-1	0.5	-24	0	-3
O=C(CSc1nnc(-c2ccco2)n1CC1CCCO1)NC1CCCC1 (centres undefined)	-14	5	8	-0.6	-2	-0.2	-5	-1	-9
COc1ccccc1N1CCN(C(=O)c2sc3nc(-c4ccc(F)cc4)cn3c2C)CC1	-2	-2	4	1.7	0	0.1	-9	18	-2
Cn1nc(C(F)(F)F)cc1C(=O)Nc1ccc(-c2ccno2)cc1	19	-12	5	-0.8	-1	-1.0	0	15	-10
CCC1C(=O)N(C)CCc2ccccc21 (centres undefined)	-5	-14	5	1.1	3	-1.7	8	-10	-11
Cc1cc(Cl)ccc1C(=O)C1CCCN(C(=O)c2cc(C(C)C)no2)C1 (centres undefined)	2	1	5	-0.2	7	-1.1	8	11	-4
CCOc1ccc(NC(=O)CN2C(=O)NC(C)(c3ccc(OC(F)F)cc3)C2=O)cc1 (centres undefined)	-12	-10	9	0.7	-4	0.1	8	2	-3
CN(C)c1nccc(Nc2ccccc2)c1C#N	-17	-1	6	-0.3	9	-1.5	-3	-3	-4
Cn1c(=O)[nH]c(=O)c2c1nc(SCCO)n2CCCc1ccccc1	3	-4	-91	1.4	3	-0.8	9	-2	-2
COc1ccc(-c2cc(NC=O)c3ncc(-c4ccc(OC)c(OC)c4)n3c2)cc1	-8	-24	-74	1.9	-25	0.4	-57	23	-3
COc1cc(/C=N/NC(=O)c2cccc(S(=O)(=O)N3CCCC3)c2)cc(OC)c1O	-9	-17	5	4.4	3	-0.1	4	-8	-8
O=C(CCC1CCCCC1)N1CCN(Cc2ccc3c(c2)OCO3)CC1	7	-3	10	-0.4	6	-0.3	8	10	1
C/C(=N\O)C(C)NC(=O)c1ccccc1 (centres undefined)	13	8	9	0.4	2	-0.7	-5	-15	-7
COc1cccc(C(=O)Nc2cccc(-c3nnc(-c4ccccc4)o3)c2)c1	-9	-3	-15	0.4	6	-0.9	10	24	-5
O=C(CNC(=O)c1cc(S(=O)(=O)N2CCOCC2)ccc1N1CCCC1)Nc1ccc(F)c(F)c1	-17	7	3	0.5	1	-0.3	1	5	-7
CN(C)CCNc1oc(COc2ccc(-c3ccccc3)cc2)nc1C#N	-3	0	-1	x	2	-0.3	-9	-6	1
Cc1noc(C)c1C(=O)Nc1nc(-c2ccc([N+](=O)[O-])cc2)cs1	17	2	10	1.6	-5	-0.3	-8	13	-3
CSc1nc(N)nc(SCC(=O)C23CC4CC(CC(C4)C2)C3)c1C#N	3	-5	-21	1.6	-18	-0.1	0	39	0
SMILES	SKN-1 inh	E coli Lon inh	MLLE-PAM2 inh	MsrA inhibitor	MT1-MMP act inh	TbMetRS inhib	NRP1-CendR mod	FAS TE block	MsrA act
O=C(CSC1=NCCS1)N1N=C(c2cccs2)CC1c1ccc(F)cc1 (centres undefined)	3	-7	5	0.5	0	0.5	-8	14	0
CC(C)(C)NC(=O)C1CCC(C)(C(=O)O)C1(C)C (centres undefined)	-37	-14	0	0.6	4	-1.5	-9	-12	-12
O=C(CCNS(=O)(=O)c1ccc2[nH]c(=O)oc2c1)NCc1ccccc1	28	-6	-6	-1.1	3	-0.4	5	-5	-5
COc1cccc(C(=O)N2CCN(C(=O)Cc3ccccc3)CC2)c1	4	7	-11	0.6	2	-0.8	2	-4	-4
CCOC(=O)c1sc(NC(=O)Cc2ccc(C)cc2)nc1C	1	-6	-11	0.2	2	-0.7	0	0	-7
Cc1[nH]c(=O)n(C(C)C)c(=O)c1Br	-9	-3	1	-0.4	-4	0.2	21	-7	-14
C[C@@H]1CCCCO[C@H](CN(C)S(=O)(=O)c2ccc(F)cc2)[C@@H](C)CN([C@H](C)CO)C(=O)c2cc(NC(=O)Nc3ccc(C(F)(F)F)cc3)ccc2O1	12	7	-17	2.8	0	-0.6	-26	74*	-2
Cc1ccccc1NC(=O)NC1CCCc2ccccc21 (centres undefined)	12	-13	-20	0.0	-11	-0.8	-1	-2	-3
Cc1ccc(S(=O)(=O)N2CCN=C2SCc2cccnc2)cc1	12	4	18	0.4	1	-0.3	3	-13	-1
COC(=O)[C@]12CCCCC=C1N(Cc1ccc(Cl)cc1Cl)C(=O)[C@H](CC(=O)NCCC(C)C)C2	14	5	x	1.5	-12	-0.6	9	14	-3
Cc1ccc([C@H]2C[C@H](n3cc(-c4ccc(F)cc4)nn3)[C@@H](O)CN2C(=O)c2cccs2)cc1	8	2	-19	-0.2	7	-1.5	2	6	-5
OC[C@@H]1CN(Cc2ccc(Cl)cc2)C[C@H](n2cnc3c(N4CCCC4)ncnc32)O1	21	1	5	0.4	-5	-0.1	9	3	0
O=C(O)CNC(=O)c1ccccc1NC(=O)c1ccco1	-1	5	-1	0.5	1	-0.2	1	-5	-2
CCOC(=O)C1=C(N)Oc2cc(O)ccc2C1c1ccc(F)cc1F (centres undefined)	6	34*	-12	0.8	-3	-0.7	-6	28	-2
CC(=O)N(/N=C1\Sc2ccccc2C1=O)c1ccc(C)cc1C	43*	1	-8	0.0	15	-0.6	-19	7	-4
CCN(CC)C(=O)C1=C(C)N(CCC2=CCCCC2)C(=O)C(CC(=O)NCc2ccco2)C1 (centres undefined)	-12	5	3	-1.4	-1	-0.6	-4	-3	-3
O=S(=O)(/N=C(/Nc1nc2ccccc2s1)c1ccccc1)c1ccccc1	8	3	0	2.1	-6	0.1	-5	-1	-3
O=C(COc1cccnc1[N+](=O)[O-])NCc1ccc2c(c1)OCO2	-2	-12	1	-1.3	1	-0.1	-6	2	-3
O=C(N/N=C/c1ccc(-c2cccc(C(F)(F)F)c2)o1)c1ccccc1O	4	8	-1	0.8	2	0.4	-1	-4	-4
CCOc1ccc(Cl)cc1/C=N/O	2	-6	-3	-0.1	4	-1.7	1	-5	-2
O=C(COC(=O)c1cccc([N+](=O)[O-])c1)NCC1CCCO1 (centres undefined)	13	-5	-8	-0.6	-1	0.1	4	10	-3
Cn1c(CCC(=O)OCC(=O)Nc2ccc(Oc3ccccc3)cc2)nc(=O)c2ccccc21	0	-5	0	-0.4	1	-0.7	-1	-8	-12
C=CCn1c(CSc2nc3ccccc3s2)nnc1SCC(=O)OCC	8	-9	-1	-0.5	-3	-0.9	-2	-3	-2
CCNC(=O)CN(c1ccc(Oc2ccccc2)cc1)S(=O)(=O)c1ccccc1	9	-7	8	-1.2	6	0.0	16	9	-2
NC(=O)CS(=O)(=O)c1nc2ccccc2n1Cc1ccccn1	1	4	-14	-0.2	0	-0.1	-2	-5	-4
CC(=O)N(/N=C1\Sc2ccccc2C1=O)c1cccc(C)c1	31	-6	-7	-0.3	-13	0.0	-36	-6	-4
CCN(CC)S(=O)(=O)c1ccc(N2CCCC2)c(NC(=O)Cc2ccc(OC)cc2)c1	10	5	3	-0.4	-1	0.0	4	5	-2
CC1=C(C)CC2(SC1)C(=O)N(c1ccccc1)N=C2N (centres undefined)	-8	5	3	-0.6	2	-0.7	-11	-5	1
COC(=O)C1CCN(CCCOc2ccc(CN3CCN(c4ccc([N+](=O)[O-])cc4)CC3)cc2)CC1	-4	7	4	-0.2	6	-0.4	-2	14	-3
Cc1cccc(OCCCCCNCCO)c1	4	2	7	1.1	3	-1.4	-5	-6	-8

An excerpt of these results, bar-delimited.
Molecule | SKN-1 inh | E coli Lon inh | MLLE-PAM2 inh | MsrA inhibitor | MT1-MMP act inh | TbMetRS inhib | NRP1-CendR mod | FAS TE block | MsrA act
COc1ccccc1N1CCN(C2CCCN(C(=O)c3cc(C4CC4)on3)C2)CC1 (centres undefined) | 1 | -2 | 11 | 0.7 | 0 | -0.1 | 3 | -2 | -1
O=C(O)C1SCCN1S(=O)(=O)c1ccc2ccccc2c1 (centres undefined) | -30 | 1 | 2 | -0.2 | 1 | 0.1 | -18 | -6 | 1
CCOC(=O)C1(c2nc(N)cs2)COC(=O)C1 (centres undefined) | -8 | -1 | 17 | 0.7 | 5 | -0.8 | -16 | -10 | 1
Cc1cccc(N2C(S)=C(C#N)C(=O)NC2c2cccs2)c1 (centres undefined) | 10 | -9 | -27 | -0.8 | -3 | -0.6 | -18 | -7 | -7
COc1cc(/C=C/C(=O)OCC(=O)Nc2ccccc2Cl)cc(OC)c1OC | 0 | -6 | -3 | 0.5 | -4 | -0.7 | 0 | -4 | -9
CC1CCCCC1NC(=S)Nc1ccc(SC(F)F)cc1 (centres undefined) | 1 | -5 | -28 | 0.5 | -1 | -0.1 | -8 | 21 | -3
O=C(N/N=C/c1cc2c(cc1Cl)OCO2)c1ccc2c(c1)OCCO2 | 1 | 0 | -12 | 1.4 | 2 | 0.1 | 1 | 2 | -4
Cc1ccc(C(=O)NC2CC3CCCC(C2)N3C(=S)NCc2ccco2)cc1 (centres undefined) | 5 | -4 | -32 | 2.6 | -1 | 0.5 | -24 | 0 | -3
O=C(CSc1nnc(-c2ccco2)n1CC1CCCO1)NC1CCCC1 (centres undefined) | -14 | 5 | 8 | -0.6 | -2 | -0.2 | -5 | -1 | -9
COc1ccccc1N1CCN(C(=O)c2sc3nc(-c4ccc(F)cc4)cn3c2C)CC1 | -2 | -2 | 4 | 1.7 | 0 | 0.1 | -9 | 18 | -2
Cn1nc(C(F)(F)F)cc1C(=O)Nc1ccc(-c2ccno2)cc1 | 19 | -12 | 5 | -0.8 | -1 | -1.0 | 0 | 15 | -10
CCC1C(=O)N(C)CCc2ccccc21 (centres undefined) | -5 | -14 | 5 | 1.1 | 3 | -1.7 | 8 | -10 | -11
Cc1cc(Cl)ccc1C(=O)C1CCCN(C(=O)c2cc(C(C)C)no2)C1 (centres undefined) | 2 | 1 | 5 | -0.2 | 7 | -1.1 | 8 | 11 | -4
